Bioassay records as filed in PubChem.
PPC-1+TRAIL kill = compounds killing PPC-1 cancer cells with TRAIL present, primary screen, TRAIL potentiator project, ATPLite luminescence, uHTS; 0.41% of 220,000 active; cell killing (% activity), % at 4 µM; AID 1443, 2008; PPC-1 cells + TRAIL, ATPLite viability luminescence;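 active means cell killing above 50% in the first pass at 4 µM, then a duplicate retest at 5 µM averaging 50% or more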;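 further: plate controls were cells with TRAIL plus DMSO for no effect and medium-only wells lacking cells for full effect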
TRPML3 ag = human TRPML3 channel agonists, primary screen, cell-based, HEK293 TRPML3-YFP, Fluo-8 calcium fluorescence, 3 µM; Mucolipin-3 (Homo sapiens), Q8TDD5; AID 1448, 2008; activation, % at 3 µM; 0.29% of 220,000 active; 100% = the carbachol control signal;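 active means activation above its plate's cutoff, the mean activation of the plate's test wells plus 3 SD, cut at about 12% in these data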;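 further: 0% = DMSO only wells and 100% = carbachol wells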
Target sequence (Q8TDD5 whole entry, looked up): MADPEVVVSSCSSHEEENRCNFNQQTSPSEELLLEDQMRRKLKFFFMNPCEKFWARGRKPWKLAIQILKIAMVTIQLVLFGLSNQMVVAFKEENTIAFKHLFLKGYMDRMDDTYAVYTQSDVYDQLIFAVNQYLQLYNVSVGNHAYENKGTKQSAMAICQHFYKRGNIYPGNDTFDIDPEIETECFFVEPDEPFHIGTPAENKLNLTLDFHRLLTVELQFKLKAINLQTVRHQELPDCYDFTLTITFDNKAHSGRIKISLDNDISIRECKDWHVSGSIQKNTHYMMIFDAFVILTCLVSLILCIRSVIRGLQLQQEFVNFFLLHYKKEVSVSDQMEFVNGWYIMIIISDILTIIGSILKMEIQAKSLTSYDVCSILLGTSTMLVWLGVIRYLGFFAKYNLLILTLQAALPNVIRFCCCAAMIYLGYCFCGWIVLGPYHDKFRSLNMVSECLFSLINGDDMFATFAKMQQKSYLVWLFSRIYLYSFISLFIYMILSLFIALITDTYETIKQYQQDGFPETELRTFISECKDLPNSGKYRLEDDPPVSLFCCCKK
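Test system: HEK293 cells stably carrying human TRPML3-YFP; Doses: single dose, 3 µM final nominal compound, 0.3% DMSO final; Schedule: dye loading 1 h 37 °C then 30 min ambient, 125 s read; Technique: Fluo-8 calcium fluorescence; Benchmarks: high control carbachol 87 µM, low control DMSO.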
NPY-Y1 antag = NPY-Y1 receptor antagonists, primary screen, cell-based; AID 1040, 2008; 1% of 200,000 active; HEK293-CNG Y1 cells, membrane potential fluorescence; NPY at EC95, then isoproterenol; Neuropeptide Y receptor type 1 (Homo sapiens), P25929; inhibition, % at 3.6 µM;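 active means inhibition above the campaign mean inhibition of all tested compounds plus 3 SD, cut at about 20% in these data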;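 further: 0% = DMSO wells given NPY plus isoproterenol and 100% = isoproterenol alone without NPY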
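Test system – HEK293 Y1/CNG channel cell line · Also added – NPY agonist 25 nM, then isoproterenol 1 µM plus Ro 20-1724 25 µM · Compound dosing – one concentration, 3.6 µM, in 0.4% DMSO · Schedule – compound incubation 1 h at room temperature, readout 45 min post-stimulation · Technique – fluorescence, membrane potential probe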
EP2 modulator = EP2 receptor modulators, cAMP readout, primary screen, cell-based, HTRF cAMP, PGE2 stimulation; induction, % at 25 µM; AID 940, 2007; 0.83% of 260,000 active; EP2-expressing cells, cAMP HTRF FRET, PGE2 co-stimulation;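 active means compounds whose cAMP rise, as percent of the full-agonist control response, exceeds 60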;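 further: rat C6 glioma line stably carrying human EP2 under a CMV promoter; the protocol text gives 20 µM as final concentration; 100% = response of wells given 1 µM PGE2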
NPY-Y1 PAM-ag = NPY-Y1 receptor potentiators or agonists, primary screen, cell-based; activation, % at 3.6 µM; AID 1304, 2008; 0.37% of 220,000 active; NPY-Y1 expressing cells, potentiator/agonist activation; Neuropeptide Y receptor type 1 (Homo sapiens), P25929; in the data active means activation above about 33%, passing the limit was not always enough;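 further: cells stimulated with NPY at EC10 then isoproterenol at EC100; 0% = low agonist plus stimulus and 100% = saturating agonist plus stimulus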
TRPN1 ag = zebrafish TRPN1 channel agonists, primary screen, cell-based, HEK293, calcium fluorescence; activation, % at 3 µM; transient receptor potential cation channel N1 (TRPN1/NompC), Danio rerio; 0.18% of 220,000 active; HEK293 zebrafish TRPN1-YFP, Fluo-8 calcium fluorescence; 100% = response to 87 µM carbachol; AID 1424, 2008;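 active means activation above its plate's cutoff, the mean activation of test wells on that plate plus 3 SD, cut at about 19% in these data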;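 further: 0% = DMSO alone and 100% = 87 µM carbachol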
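Material – zebrafish TRPN1-YFP in HEK293 cells · Doses – 3 µM single point · Schedule – dye 1 h 37 °C plus 30 min RT · Signal – Fluo-8 calcium fluorescence, excitation 470-495 nm, emission 515-575 nm · Read-out – % activation versus carbachol response · Control set – carbachol high, DMSO low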
14-3-3 Bad PPI = inhibitors of 14-3-3 zeta/Bad binding, primary screen, biochemical, TR-FRET, bovine 14-3-3 zeta; TR-FRET 14-3-3zeta/Dy647-pBad peptide displacement, 1 h; inhibition, % at 21.7 µM; AID 781, 2007; 14-3-3 protein zeta/delta (Bos taurus), P63103; 0.71% of 220,000 active;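 active means inhibition above about 70%, limit read from the data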;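 further: 0% = full 14-3-3 plus peptide FRET controls and 100% = background without 14-3-3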
Target sequence (P63103 whole entry, looked up): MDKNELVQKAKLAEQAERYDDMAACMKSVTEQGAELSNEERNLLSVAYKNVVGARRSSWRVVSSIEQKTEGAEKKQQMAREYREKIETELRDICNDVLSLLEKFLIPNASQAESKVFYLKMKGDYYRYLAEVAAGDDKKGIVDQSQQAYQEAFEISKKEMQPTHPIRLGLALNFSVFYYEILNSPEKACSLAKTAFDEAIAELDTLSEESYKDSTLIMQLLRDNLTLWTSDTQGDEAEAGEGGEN
CHOP inhibitor = inhibitors of CHOP promoter induction, primary screen, cell-based, unfolded protein response, luciferase reporter | CHO-K1 CHOP-promoter luciferase, tunicamycin-induced, 15-18 h | inhibition, % at 10 µM | 3.8% of 220,000 active | AID 2732, 2010;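 active means compounds that reduced the stress-induced luciferase reporter signal by more than about 70% of percent inhibition, limit read from the data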;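 further: 0% = tunicamycin plus vehicle and 100% = wells without tunicamycin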
PGE2 EP2 inh = human EP2 receptor antagonists, primary screen, TR-FRET cAMP, C6 glioma cells | Prostaglandin E2 receptor EP2 subtype (Homo sapiens), P43116 | C6 glioma cells expressing human EP2; cells stimulated with saturating PGE2 | inhibition, % at 25 µM | 0.52% of 260,000 active;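 active means percent inhibition above 40 after rounding to a whole number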;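 further: rat C6 glioma host cells with rolipram phosphodiesterase inhibitor present; the protocol text gives 20 µM as final concentration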
Numbers without * were called inactive; x = no result given; & = joins results of further samples; [ ] = remark or other dose. This is a subset; rates above refer to the full screens.

SMILES	PPC-1+TRAIL kill	TRPML3 ag	NPY-Y1 antag	EP2 modulator	NPY-Y1 PAM-ag	TRPN1 ag	14-3-3 Bad PPI	CHOP inhibitor	PGE2 EP2 inh
Cc1cccc(NC(=O)CSc2nnc(CCNC(=O)OC(C)(C)C)o2)c1C	5	1.0	x	29	17	-1.0	2	-14	8
Cc1sc2nc(CN3CCOCC3)nc(Oc3ccc(NC(=O)c4ccco4)cc3)c2c1C	x	0.2	-4	30	8	0.3	-4	28	11
CCCCn1cnc2c(cnn2-c2ccc(F)cc2)c1=O	7	-0.9	1	-8	17	1.6	0	-23	6
CCOc1ccc(-n2c(SCc3ccc(C#N)cc3)nnc2-c2cccnc2)cc1	-20	-0.9	45*	16	-17	-1.7	-3	-8	5
Cc1nnc(SCC(=O)Nc2ncc(Cl)cc2Cl)n1Cc1ccccc1	3	0.4	-1	-6	5	-1.2	-4	-2	6
CCCCNCC(=O)Nc1ccc(NC(=O)CNCCCC)cc1	19	0.8	3	-6	-10	-1.3	-1	12	11
COc1ccc(-c2noc(-c3ccccc3C(=O)N3CCOCC3)n2)cc1	0	0.3	4	2	9	-0.2	-11	-2	0
S=C(Nc1ccccc1)N1CCC(C2CCN(C(=S)Nc3ccccc3)CC2)CC1	24	-0.4	x	-2	6	-0.9	2	11	13
O=C(CN1C(=O)NC2(CCCC2)C1=O)Nc1ccccc1-c1ccccc1	-12	0.6	x	-7	-6	-0.1	-3	0	7
Cc1ccc(S(=O)(=O)C(CCC(=O)c2ccc(Cl)cc2)C(N)=O)cc1 (configuration not stated)	11	-0.4	6	3	7	0.0	10	-2	11
CCc1n[nH]c2c1/C(=N/O)CCC2	-1	0.7	10	11	8	-0.1	-1	3	6
CCOC(=O)N1CCC(NC(=O)C(Cc2ccccc2)NC(=O)C2CCCCC2)CC1 (configuration not stated)	13	0.4	-2	17	18	0.8	-4	40	9
O=C(COC(=O)CNS(=O)(=O)c1c(Cl)cccc1Cl)Nc1cccnc1Cl	-11	0.9	-6	33	2	0.7	0[fluorescence artefact?]	0	6
CC(=O)c1c(C)[nH]c(C(=O)NCc2ccc(C)cc2)c1C	6	0.1	-2	-1	-25	1.4	0	8	6
CCN(CC)c1ccc(C2NCC(c3ccc([N+](=O)[O-])cc3)O2)cc1 (configuration not stated)	-3	-0.5	2	24	-20	-0.9	-4[fluorescence artefact?]	-6	11
CCc1cccc(C)c1NC(=O)c1cccc(N(C)C)c1	15	-0.5	-6	-4	-3	-2.1	-5	15	16
O=C(c1ccc(Cl)cc1)c1c[nH]cc1-c1ccccc1	-5	-0.3	-5	33	-21	-2.2	-6[fluorescence artefact?]	46	15
CN(C)C=Nc1ccc(Cl)c(Cl)c1	-8	0.5	x	-14	0	0.3	2	5	3
COc1c(C)cc(C(=O)C2CCCN(S(=O)(=O)c3c(C)noc3C)C2)cc1C (configuration not stated)	26	-1.1	7	-30	-4	-0.6	-1	19	4
N#C/C(=C\c1cccs1)C(=O)NCc1ccco1	-5	0.5	-3	-14	-17	0.5	-21[fluorescence artefact?]	1	11
COc1ccc(Cc2noc(CN(C)C3CC(C)(C)NC(C)(C)C3)n2)cc1OC	20	5.3	2	-12	-3	0.0	-13	24	2
CCN(CC)S(=O)(=O)c1ccc(Oc2ccccc2OC)cc1	7	11	x	-12	8	-1.7	-2	9	4
OC(CNCCc1ccccc1)c1ccccc1 (configuration not stated)	4	-0.9	9	2	-5	-0.5	5	3	-1
COc1ccc2nc(NC(=O)c3ccc4ncsc4c3)sc2c1	37	0.2	-2	-27	-12	3.2	10	91*	14
COc1ccc(C(=O)C2CCN(C(=S)NCC3CCCO3)CC2)cc1 (configuration not stated)	5	1.6	-3	20	-1	3.4	-3	11	6
Carrying on.
SMILES	PPC-1+TRAIL kill	TRPML3 ag	NPY-Y1 antag	EP2 modulator	NPY-Y1 PAM-ag	TRPN1 ag	14-3-3 Bad PPI	CHOP inhibitor	PGE2 EP2 inh
CC(C)(C)C(=O)N1CCCC1C(=O)O (configuration not stated)	41	1.8	7	23	-22	1.0	-1	21	9
O=C(Cc1ccc2c(c1)OCCO2)N1CCN(c2ccccc2)CC1	20	-0.2	-1	-16	-7	-1.0	-5	-18	1
CCOC(=O)c1cc(-c2ccc(OC)cc2)n(CCC(=O)NC2CCN(Cc3ccccc3)CC2)c1C	18	1.4	1	-9	6	0.5	-12	10	5
CC(Sc1nnc2ccccn12)C(=O)N1CCc2ccccc2C1 (configuration not stated)	13	-0.1	3	16	2	-1.4	-7	-19	8
Cc1c(C)n(CC(O)CN(CCO)CCO)c2ccccc12 (configuration not stated)	x	0.5	0	-9	14	0.4	13	-42	12
CCCCOC1(c2ccccc2)NC(=S)NN=C1c1ccccc1 (configuration not stated)	-19	0.1	14	49	-18	-0.8	-14	53	4
Cc1ccc(C)c(N(CC(=O)Nc2ccc(-c3nc4ccc(C)cc4s3)cc2)S(C)(=O)=O)c1	6	0.7	2	-20	11	-0.4	-20	70	4
Cn1nc(C(F)(F)F)c(C#N)c1N1CCN(c2ccccc2F)CC1	16	3.8	5	26	18	1.1	3	59	12
O=C(O)Cc1ccc(O)c(O)c1	3	x	x	27&12	x	x	0	12&12	12&12
CC(C)(C)NC(=O)CN(C(=O)CS(=O)CC(=O)Nc1ccc(F)cc1)c1ccccc1 (configuration not stated)	22	-0.5	3	22	-8	0.6	-6[fluorescence artefact?]	27	1
CCC(C)COC(=O)C(C#N)c1nc2ccccc2nc1N1CCCCC1 (configuration not stated)	-8	0.6	8	26	-2	0.1	0	33	5
COc1ccc(OC)c(NC(=O)CN(c2ccc(C(C)C)cc2)S(=O)(=O)c2c(C)noc2C)c1	18	-0.1	8	23	-20	-0.7	5	55	12
O=c1c2ccccc2nc(-c2ccccc2)n1CCCn1ccnc1	-17	0.7	-1	14	-5	-0.7	-8[fluorescence artefact?]	-19	9
CCOc1ccc(-c2csc3ncn(-c4ccc(OC)cc4)c(=O)c23)cc1	21	-0.7	-5	34&20	-2	0.5	0	44	7&6
COc1ccc(NC2CC(=O)N(c3ccc(C(=O)O)cc3)C2=O)cc1 (configuration not stated)	-15	0.1	2	17	8	1.0	-4	23	4
C=C1CCN([C@H](C(=O)NCc2ccco2)C(C)C)S(=O)(=O)c2ccccc21	7	x	x	18	x	x	1	-5	2
CCOc1ccccc1C(=O)n1nc2nc(C)cc(C)c2c1N	2	0.0	4	7	-5	0.9	6	5	9
CCOC(=O)N1CCN(S(=O)(=O)c2ccc(C(=O)Nc3nnc(CC)o3)cc2)CC1	-9	-0.5	0	21	10	1.1	-21	7	5
O=C(Nc1ccc(N2CCCCCC2)cc1)c1ccccc1Cl	16	0.1	6	-66	10	-0.1	11	-51	10
Cc1ccc2cc(C#N)c(N3CCCC3)nc2c1C	20	0.2	-7	45	10	-0.6	x	x	5
CC(C)[C@H](N)c1nnc(SC/C=C/c2ccccc2)o1	-2	-0.2	3	-8	9	-2.3	26	-5	4
Cc1cccc(Oc2sc(C(=O)c3ccccc3)c(N)c2C#N)c1C	9	0.1	24*	-20	-6	-1.2	10	65	x
Cc1ccc(C(=O)CNc2ccc(F)cc2)cc1	15	0.1	4	-23	-1	-0.2	3	1	8
O=C(c1ccc(Cn2cc(Br)cn2)o1)n1cccn1	2	0.6	2	21	19	0.3	2	35	7
Cc1ccc(NC(=O)CSc2ncc3ccccn23)cc1	-2	0.2	9	11	0	-2.1	-10	-21	3
Carrying on:
SMILES	PPC-1+TRAIL kill	TRPML3 ag	NPY-Y1 antag	EP2 modulator	NPY-Y1 PAM-ag	TRPN1 ag	14-3-3 Bad PPI	CHOP inhibitor	PGE2 EP2 inh
Cc1cccc(NC(=S)Nc2ccccn2)c1	6	0.6	x	3	8	-1.4	-7	-3	15
Cc1cccc2cc(C3CC(c4ccco4)=NN3S(C)(=O)=O)c(Cl)nc12 (configuration not stated)	21	-0.9	x	-3	22	-2.2	7	7	6
Cc1ccc(-c2nnc(SCC(=O)NC3CC3)n2N)cc1	8	0.7	x	-10	15	1.8	4	-11	1
O=C(COC(=O)CCS(=O)(=O)c1ccc(Cl)cc1)NC1CCCCC1	-7	0.9	5	-6	-5	2.3	4	1	13
Cc1cc(C)n(-c2nc(SCC(=O)N3CCCC3)c3c4c(sc3n2)CCCC4)n1	-8	-0.2	2	24	-7	-0.6	5	-6	17
O=C(O)c1ccc(N/N=C/c2cccc(F)c2)cc1	9	0.6	7	-56	-1	0.6	-4	3	6
CN(C)S(=O)(=O)N1CCC(Oc2ccc(C(=O)NCc3cnn(C)c3)cc2)CC1	25	1.8	-2	15	11	1.4	0	1	6
C#CCn1c(S(=O)(=O)Cc2ccc(C)cc2)nc(-c2ccccc2)c1-c1ccccc1	17	-0.8	16	45	-20	-0.8	1	22	6
COc1ccc(N2CC(C(=O)NCc3cccnc3)CC2=O)cc1 (configuration not stated)	10	1.0	0	15	-16	0.4	14	-6	-7
COc1ccc(-c2csc(C3=C(O)CN(CCCN4CCCC4=O)C3=N)n2)cc1OC	26	-0.6	-6	11	13	0.5	0	6	4
Cc1ccc(-c2nc(C)sc2CC(=O)O)cc1	5	0.5	-5	9	-15	-1.4	-6[fluorescence artefact?]	32	8
Clc1ccc(Cn2nc(-c3ccccc3)nc2-c2ccccc2)cc1	2	0.2	-2	19	14	-0.4	-20[fluorescence artefact?]	47	4
O=C(NC1=C(NC2CCS(=O)(=O)C2)C(=O)c2ccccc2C1=O)c1ccccc1 (configuration not stated)	23	0.2	6	-47	4	-0.4	-8	102*	13
CCOC(=O)c1ccccc1NC(=O)c1cccc([N+](=O)[O-])c1	x	0.3	2	45	6	1.0	-8	-9	4
COc1cccc(C(O)c2cnc(C(C)C)n2C)c1OC (configuration not stated)	-10	0.9	1	-3	-10	1.2	3	4	4
